Cav3 T inh = blocks human Cav3.2 T-type calcium channel. Cav3.2-expressing cells, Fluo-4 calcium fluorescence FDSS; stronger effect = lower value. actives 4% (n = 100,000). O95180. B-score at 10 µM;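 active = single-dose well whose peak fluorescence ratio is a statistical outlier from its plate by either plate-standardised score or position-corrected B-score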
Target sequence (O95180 whole entry, looked up): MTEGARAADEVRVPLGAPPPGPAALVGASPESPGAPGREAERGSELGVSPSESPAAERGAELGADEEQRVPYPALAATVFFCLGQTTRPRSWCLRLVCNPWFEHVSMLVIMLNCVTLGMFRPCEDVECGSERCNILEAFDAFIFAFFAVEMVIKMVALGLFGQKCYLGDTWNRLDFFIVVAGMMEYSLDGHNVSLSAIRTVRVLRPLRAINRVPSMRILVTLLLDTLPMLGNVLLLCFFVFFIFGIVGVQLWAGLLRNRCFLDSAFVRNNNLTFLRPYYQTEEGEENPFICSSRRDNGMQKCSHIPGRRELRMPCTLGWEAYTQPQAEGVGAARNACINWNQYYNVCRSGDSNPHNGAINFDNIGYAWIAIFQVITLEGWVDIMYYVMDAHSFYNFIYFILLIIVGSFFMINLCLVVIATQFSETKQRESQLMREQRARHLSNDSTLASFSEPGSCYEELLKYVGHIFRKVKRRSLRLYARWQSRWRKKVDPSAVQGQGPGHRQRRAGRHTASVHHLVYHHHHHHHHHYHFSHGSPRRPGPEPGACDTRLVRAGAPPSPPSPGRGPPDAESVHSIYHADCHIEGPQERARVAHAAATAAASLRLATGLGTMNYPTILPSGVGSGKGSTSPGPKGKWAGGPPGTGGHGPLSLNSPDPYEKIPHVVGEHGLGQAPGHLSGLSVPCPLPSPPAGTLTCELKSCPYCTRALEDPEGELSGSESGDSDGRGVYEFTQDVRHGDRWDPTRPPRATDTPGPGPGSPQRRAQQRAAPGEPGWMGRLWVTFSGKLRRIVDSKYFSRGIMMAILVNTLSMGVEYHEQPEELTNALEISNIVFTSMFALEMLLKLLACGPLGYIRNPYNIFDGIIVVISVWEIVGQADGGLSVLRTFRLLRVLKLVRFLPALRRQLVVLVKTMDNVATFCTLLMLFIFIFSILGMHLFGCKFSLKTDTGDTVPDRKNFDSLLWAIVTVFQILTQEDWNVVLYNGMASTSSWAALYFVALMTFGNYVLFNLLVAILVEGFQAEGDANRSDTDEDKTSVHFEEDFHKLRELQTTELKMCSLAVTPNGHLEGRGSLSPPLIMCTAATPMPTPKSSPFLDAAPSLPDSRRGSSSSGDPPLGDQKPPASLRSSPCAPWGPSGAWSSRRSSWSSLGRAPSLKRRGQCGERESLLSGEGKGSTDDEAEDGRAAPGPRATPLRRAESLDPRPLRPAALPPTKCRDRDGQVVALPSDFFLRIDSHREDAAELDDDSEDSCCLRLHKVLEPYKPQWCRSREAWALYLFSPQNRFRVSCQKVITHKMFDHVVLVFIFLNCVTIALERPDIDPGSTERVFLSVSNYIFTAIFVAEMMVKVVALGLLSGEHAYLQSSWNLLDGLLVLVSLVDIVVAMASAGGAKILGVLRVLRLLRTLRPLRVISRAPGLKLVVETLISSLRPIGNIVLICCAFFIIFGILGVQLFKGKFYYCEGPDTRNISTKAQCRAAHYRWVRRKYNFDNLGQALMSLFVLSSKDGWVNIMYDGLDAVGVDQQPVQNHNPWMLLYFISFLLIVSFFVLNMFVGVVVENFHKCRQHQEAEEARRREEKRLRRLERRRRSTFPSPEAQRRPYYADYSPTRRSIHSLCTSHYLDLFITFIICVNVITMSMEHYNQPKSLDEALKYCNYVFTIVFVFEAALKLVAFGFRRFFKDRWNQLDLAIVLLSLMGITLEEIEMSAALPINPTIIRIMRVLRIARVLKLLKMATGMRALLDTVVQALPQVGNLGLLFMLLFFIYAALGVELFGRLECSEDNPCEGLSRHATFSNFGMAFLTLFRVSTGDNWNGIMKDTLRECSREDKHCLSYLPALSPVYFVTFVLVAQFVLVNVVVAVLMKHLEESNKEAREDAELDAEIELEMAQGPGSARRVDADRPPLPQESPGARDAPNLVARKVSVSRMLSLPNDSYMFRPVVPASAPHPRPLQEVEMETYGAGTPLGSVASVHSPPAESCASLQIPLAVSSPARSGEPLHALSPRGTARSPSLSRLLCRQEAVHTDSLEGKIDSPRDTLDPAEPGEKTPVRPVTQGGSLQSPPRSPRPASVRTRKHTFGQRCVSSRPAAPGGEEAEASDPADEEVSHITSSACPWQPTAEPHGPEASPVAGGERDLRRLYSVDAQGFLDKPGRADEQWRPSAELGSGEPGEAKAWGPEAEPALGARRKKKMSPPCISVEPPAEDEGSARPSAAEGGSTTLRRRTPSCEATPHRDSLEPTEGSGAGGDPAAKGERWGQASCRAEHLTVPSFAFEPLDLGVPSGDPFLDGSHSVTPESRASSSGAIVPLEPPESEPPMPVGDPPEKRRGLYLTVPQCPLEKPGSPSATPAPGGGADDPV
Starred values were filed as active, the others as inactive. An excerpt; rates above refer to the full screens.

What do the screens show for `CCn1c(=O)cc(SCC(=O)Nc2ccc(OC)c(OC)c2)c2ccccc21`?
Cav3 T inh: 0.562

How did CCN(CC)S(=O)(=O)c1cccc(-c2nnc(SCCCC(=O)c3ccc(F)cc3)o2)c1 do in these assays?
Cav3 T inh: -4.73*

Results for COCCN(CCOC)Cc1c(C)[nH]c2c(C)c(C)ccc2c1=O ?
Cav3 T inh: 0.452

How did COc1ccc(-n2c(SCC(=O)Nc3ccccc3)nnc2-c2ccc(NS(=O)(=O)c3ccc(C)cc3)cc2)cc1 do in these assays?
Cav3 T inh: -0.465

How did CCC(c1nnnn1Cc1ccco1)N(Cc1ccccc1OC)Cc1cc2cc(C)ccc2[nH]c1=O (stereo unspecified) do in these assays?
Cav3 T inh: -2.86

How did CNC(=O)c1nnc(Cc2ccc(Cl)cc2)o1 do in these assays?
Cav3 T inh: -0.248

How did CCOC(=O)CSc1nnc(CCc2nc3ccccc3[nH]2)n1C do in these assays?
Cav3 T inh: 0.662

Results for CCCCN1C(=S)SC(C)(C)C1/[N+]([O-])=C/c1cccnc1 (stereo unspecified) ?
Cav3 T inh: -0.0108

Results for CC(C)OC(=O)CC12CN3CC(CC(=O)OC(C)C)(CN(C1)C(=O)c1ccccc1C3=O)C2=O ?
Cav3 T inh: -0.646

What do the screens show for `CCCn1c(CCC(=O)Nc2ccccc2Cc2ccccc2)nc2cc(S(=O)(=O)N3CCOCC3)ccc21`?
Cav3 T inh: -9.59*

Results for CCC(C)(C)n1nnnc1C(c1ccc(OC)c(OC)c1)N1CCN(c2ccc(OC)cc2)CC1 (stereo unspecified) ?
Cav3 T inh: 0.394

Results for CCCC(=O)Nc1ccc2nc(SCC(=O)Nc3ccc(N4CCOCC4)c(Cl)c3)sc2c1 ?
Cav3 T inh: -0.0315

Results for C/C(=C1\SC(N2CCOCC2)=NC1=O)c1ccc(C)cc1 ?
Cav3 T inh: -0.288

What do the screens show for `O=C(CCN1CCc2ccccc2C(c2ccccc2)C1)c1ccc2c(c1)OCCO2` (stereo unspecified)?
Cav3 T inh: 0.668

Results for CCc1[nH]nc2c1C1(CCOC1C)C(C#N)=C(N)O2 (stereo unspecified) ?
Cav3 T inh: -0.614

Results for Cc1cc(N2CCCC2)ccc1/C=N/n1cnnc1 ?
Cav3 T inh: 0.544

Results for CC(C)n1c(Sc2nccn2C)nc2c1c(=O)n(C)c(=O)n2C ?
Cav3 T inh: 0.793

How did COc1ccc(C)cc1NC(=O)CC(O)(C(F)(F)F)C(F)(F)F do in these assays?
Cav3 T inh: -1.6

How did CCCc1nc(SCc2ccc(Cl)cc2Cl)n[nH]1 do in these assays?
Cav3 T inh: -1.96

Results for CCC(Sc1nc2sc(C(=O)OC)c(C)c2c(=O)n1N)C(=O)N(CC)CC (stereo unspecified) ?
Cav3 T inh: 1.56

A draw from above in order of heavy-atom count, low to high.
How did CCCc1nc(SCc2ccc(Cl)cc2Cl)n[nH]1 do in these assays?
Cav3 T inh: -1.96

Results for CCc1[nH]nc2c1C1(CCOC1C)C(C#N)=C(N)O2 (stereo unspecified) ?
Cav3 T inh: -0.614

How did CCOC(=O)CSc1nnc(CCc2nc3ccccc3[nH]2)n1C do in these assays?
Cav3 T inh: 0.662

Results for CCC(Sc1nc2sc(C(=O)OC)c(C)c2c(=O)n1N)C(=O)N(CC)CC (stereo unspecified) ?
Cav3 T inh: 1.56

What do the screens show for `O=C(CCN1CCc2ccccc2C(c2ccccc2)C1)c1ccc2c(c1)OCCO2` (stereo unspecified)?
Cav3 T inh: 0.668

How did CCN(CC)S(=O)(=O)c1cccc(-c2nnc(SCCCC(=O)c3ccc(F)cc3)o2)c1 do in these assays?
Cav3 T inh: -4.73*

Results for CCCC(=O)Nc1ccc2nc(SCC(=O)Nc3ccc(N4CCOCC4)c(Cl)c3)sc2c1 ?
Cav3 T inh: -0.0315

Further records
What do the screens show for `COc1ccc(CCNc2nc(=O)[nH]nc2C)cc1OC`?
Cav3 T inh: -0.814

Results for CCOC(=O)c1c(NC(=O)Cc2cccs2)sc(C(=O)N2CCCCC2)c1C ?
Cav3 T inh: -2.7

Results for O=c1oc(Nc2ccccc2F)nc2ccccc12 ?
Cav3 T inh: 0.0101

Results for O=C(O)c1cc(CN2CCOCC2)oc1-c1ccccc1 ?
Cav3 T inh: 0.215

Results for COC(=O)c1cc2sc(Cl)cc2n1CC(=O)NCCC(C)C ?
Cav3 T inh: -1.88

What do the screens show for `Cc1cc(-c2ccco2)c(C#N)c2nc3ccccc3n12`?
Cav3 T inh: -0.694

How did O=C(NC1CCCC1)c1ccc(CNc2c(N3CCOCC3)c(=O)c2=O)cc1 do in these assays?
Cav3 T inh: -0.918

How did COc1ccc(C(=O)O)cc1S(=O)(=O)Nc1cccc(C(F)(F)F)c1 do in these assays?
Cav3 T inh: -1.09

What do the screens show for `O=c1c2ccsc2ncn1Cc1cccc(C(F)(F)F)c1`?
Cav3 T inh: -0.774

What do the screens show for `Nc1ccn([C@H]2CC[C@@H](CO)O2)c(=O)n1`?
Cav3 T inh: 0.386

Results for CCS(=O)(=O)NC(C)C(c1cccs1)N1CCN(c2ccc(F)cc2)CC1 (stereo unspecified) ?
Cav3 T inh: -0.196

Results for COC(=O)c1ccc(COc2nc(C)cc(C)c2C#N)o1 ?
Cav3 T inh: -0.741

What do the screens show for `COc1ccccc1/C=N/N(C(C)=O)c1nc(-c2ccc(F)cc2)cs1`?
Cav3 T inh: -0.518

How did Cc1nc(C)c(C(=O)N(c2ccc(C)c(C)c2)C(C(=O)NCc2ccco2)c2ccccc2)s1 (stereo unspecified) do in these assays?
Cav3 T inh: -0.655

How did O=C(CSc1nnc(-c2cccnc2)o1)OC1CCCCC1 do in these assays?
Cav3 T inh: 1.68

Results for COc1cccc(C2=CC(=O)CCC2)c1 ?
Cav3 T inh: 0.37

How did O=C(Nc1scc(-c2ccccc2)c1C(=O)O)c1ccco1 do in these assays?
Cav3 T inh: 0.829

Results for c1ccc(CSc2nnc(-c3sccc3-n3cccc3)o2)cc1 ?
Cav3 T inh: -0.921

How did O=c1[nH]c(-c2ccccc2)c(-c2ccccc2)[nH]1 do in these assays?
Cav3 T inh: -0.553

Results for N#Cc1nc(COc2ccccc2)oc1N1CCN(c2cccc(Cl)c2)CC1 ?
Cav3 T inh: -2.41

What do the screens show for `O=C(NCc1ccco1)c1scc2c1OCCO2`?
Cav3 T inh: 0.52

How did CCN(CC)c1nc(C)c(C(C)=O)cc1C#N do in these assays?
Cav3 T inh: -0.197

How did CCC1(C)Cc2c(sc3c2c(=O)n(-c2ccccc2)c(=O)n3C)CO1 (stereo unspecified) do in these assays?
Cav3 T inh: -0.523

How did O=C(Nc1ccc(-c2csc(Nc3cccc(C(F)(F)F)c3)n2)cc1)c1cccc(C(F)(F)F)c1 do in these assays?
Cav3 T inh: 0.00365

What do the screens show for `CCN(CC)S(=O)(=O)c1ccc(OC)c(NC(=O)c2cccc([N+](=O)[O-])c2C)c1`?
Cav3 T inh: 0.0364

Results for c1ccc(-n2nnnc2SCc2cccc(CSc3nnnn3-c3ccccc3)n2)cc1 ?
Cav3 T inh: -0.0851

Results for CCOc1ccc(CCNC(=O)CN(C)S(=O)(=O)c2ccc3c(c2)CCC(=O)N3)cc1OCC ?
Cav3 T inh: 0.654

Results for CCN(CC)C(=O)C1CCCN(c2ncnc3c2cnn3-c2cccc(C)c2)C1 (stereo unspecified) ?
Cav3 T inh: -1.61

What do the screens show for `CCOc1cc(S(=O)(=O)NCCc2ccccc2C)c(OCC)cc1-n1cnnn1`?
Cav3 T inh: -0.418

How did COC(=O)C(C)N(C#N)c1nc(NC(C)C)nc(SC)n1 (stereo unspecified) do in these assays?
Cav3 T inh: -0.0504

What do the screens show for `Cc1cccc(Cn2c(Sc3nc(C)cs3)nc3c2c(=O)[nH]c(=O)n3C)c1`?
Cav3 T inh: 0.517

How did CCc1nnc(NC(=O)c2ccc(COc3ccc(C)cc3)o2)s1 do in these assays?
Cav3 T inh: -0.0279

What do the screens show for `Cc1cc(S(=O)(=O)NCc2ccco2)c(C)s1`?
Cav3 T inh: -2.05

Results for CCOC(=O)N1CCC(N2CC34C=CC(O3)C(C(=O)Nc3ccc(C(C)C)cc3)C4C2=O)CC1 (stereo unspecified) ?
Cav3 T inh: 0.965

Results for CS(=O)(=O)N(CC(=O)Nc1ccccc1C(=O)N1CCOCC1)c1ccccc1 ?
Cav3 T inh: -0.112

What do the screens show for `O=C(Oc1cccnc1)c1ccc(Cl)cc1`?
Cav3 T inh: 0.0732

How did O=C(CN(Cc1ccc2c(c1)OCO2)C(=O)CNS(=O)(=O)c1ccccc1)NCC1CCCO1 (stereo unspecified) do in these assays?
Cav3 T inh: -0.542

Results for NC(=O)c1sc(=S)n(-c2ccc(Br)cc2)c1N ?
Cav3 T inh: 0.0392

How did COc1cccc(-c2nnn(CC(C)=O)n2)c1 do in these assays?
Cav3 T inh: -0.0332

What do the screens show for `O=[N+]([O-])c1ccc(Sc2nc3ccccc3o2)c([N+](=O)[O-])c1`?
Cav3 T inh: 1.82

In the list so far, these have a CF3 group:
How did COc1ccc(C)cc1NC(=O)CC(O)(C(F)(F)F)C(F)(F)F do in these assays?
Cav3 T inh: -1.6

How did COc1ccc(C(=O)O)cc1S(=O)(=O)Nc1cccc(C(F)(F)F)c1 do in these assays?
Cav3 T inh: -1.09

What do the screens show for `O=c1c2ccsc2ncn1Cc1cccc(C(F)(F)F)c1`?
Cav3 T inh: -0.774

How did O=C(Nc1ccc(-c2csc(Nc3cccc(C(F)(F)F)c3)n2)cc1)c1cccc(C(F)(F)F)c1 do in these assays?
Cav3 T inh: 0.00365

The listing continues:
Results for CCCCCCC1CC(CSC(=N)N)OC1=O (stereo unspecified) ?
Cav3 T inh: 0.14

Results for Fc1ccc(CNc2nc3ccccc3n3cnnc23)cc1 ?
Cav3 T inh: -0.604

How did COC(=O)/C=c1/s/c(=C(/C#N)C(=O)N2CCOCC2)n(-c2ccccc2)c1=O do in these assays?
Cav3 T inh: 1.24

How did COc1ccc(C2C(C#N)=C(N)N(c3sc4c(c3C#N)CCCC4)C3=C2C(=O)CC(C)(C)C3)cc1OC (stereo unspecified) do in these assays?
Cav3 T inh: 0.921

Results for COc1ccc(C2Nc3ccccc3C(=O)N2Cc2ccco2)cc1COc1ccc(NC(C)=O)cc1 (stereo unspecified) ?
Cav3 T inh: -0.061

Results for CCCn1nc2cc(C(=O)NC3CCc4ccccc43)ccc2c1OCC (stereo unspecified) ?
Cav3 T inh: 0.549

How did O=C(Nc1nc(-c2ccc(Cl)s2)cs1)c1cccs1 do in these assays?
Cav3 T inh: -2.62

What do the screens show for `O=C(O)CCSc1nnc(-c2ccncc2)n1-c1ccccc1`?
Cav3 T inh: -0.598

What do the screens show for `NC1=NC[C@H](c2ccccc2)N1CCCCC1CCCCC1`?
Cav3 T inh: -0.0124

What do the screens show for `CCOC(=O)C(N)CSC1CC(=O)N(c2ccc(C(=O)OC)cc2)C1=O` (stereo unspecified)?
Cav3 T inh: -0.179

How did CCC(C)NC(=O)NC(=O)N(C1CCCCC1)S(C)(=O)=O (stereo unspecified) do in these assays?
Cav3 T inh: 0.322

Results for C#CCOCCOCCOCCNc1nc(N2CCN(C(=O)[C@H](Cc3cc4ccccc4[nH]3)n3cc([C@@H](N)C(C)CC)nn3)CC2)nc(N2CCN(C(=O)[C@H](CCCCN)n3cc([C@@H](N)CC(C)C)nn3)CC2)n1 (stereo partly specified) ?
Cav3 T inh: 1.43

What do the screens show for `Cc1cc(=O)n2[nH]c(-c3ccc(F)cc3)cc2n1`?
Cav3 T inh: 0.153

Results for Cc1cc(C)nc(Nc2n[nH]c(COc3ccc(Cl)cc3)n2)n1 ?
Cav3 T inh: -0.967

What do the screens show for `O=C(CCS(=O)(=O)c1ccccc1)Nc1nc(-c2ccccn2)cs1`?
Cav3 T inh: 0.849

How did O=C(COc1ccccc1Cl)NNC(=O)C1CCCO1 (stereo unspecified) do in these assays?
Cav3 T inh: 0.714

How did Cc1c(/C=C/C(=O)c2ccccc2)cnn1C do in these assays?
Cav3 T inh: 1.36

How did Cc1ccc(OCC(O)CNS(=O)(=O)c2ccccc2C(=O)O)cc1 (stereo unspecified) do in these assays?
Cav3 T inh: -1.36

How did COc1cccc(/C=C2\N=C(c3c(-c4ccccc4)noc3C)OC2=O)c1 do in these assays?
Cav3 T inh: -0.53

How did CCOC(=O)c1nnn(-c2nonc2N)c1CNc1ccccc1 do in these assays?
Cav3 T inh: -0.95

How did Cc1ccc(/C=c2/sc3n(c2=O)CCCN=3)o1 do in these assays?
Cav3 T inh: -0.0998

Results for O=S(=O)(c1ccc(S(=O)(=O)n2cnc3ccccc32)cc1)N1CCCCCC1 ?
Cav3 T inh: 0.888

Results for C(=N\c1nc2ccccc2n1CCN1CCOCC1)/c1cccs1 ?
Cav3 T inh: 0.396

What do the screens show for `COc1ccc(OCCNS(=O)(=O)c2ccc3oc4ccccc4c3c2)cc1`?
Cav3 T inh: -0.395

How did CNC(=O)Cn1ncc2c(C)n(Cc3ccc(C)cc3)c(C)c2c1=O do in these assays?
Cav3 T inh: -1.24

What do the screens show for `COc1ccccc1N(C)S(=O)(=O)c1ccc(C(=O)OCC(=O)NCc2ccco2)cc1`?
Cav3 T inh: -1.23

How did CC(C)(C)c1cc(CN(CCO)CCO)cc(C(C)(C)C)c1O do in these assays?
Cav3 T inh: 0.62

Results for O=C(c1cc2c(s1)CCCC2)N1CCN(C(=O)C2CCCO2)CC1 (stereo unspecified) ?
Cav3 T inh: 0.141

Results for C#Cc1ccc([C@@H]2C=C(C(=O)N3CCN(Cc4ccccc4)CC3)O[C@H](OCCCCO)C2)cc1 ?
Cav3 T inh: -0.679

How did O=C(CNC(=O)c1ccc(Br)cc1)NCCc1nc2ccccc2[nH]1 do in these assays?
Cav3 T inh: -0.0242

Results for COc1ccc(OC)c(Nc2cc(C)nc3ccccc23)c1 ?
Cav3 T inh: -0.0948

What do the screens show for `C[N+]1(CC(=O)Nc2ccccc2Cl)CCN(C(=O)c2cccs2)CC1`?
Cav3 T inh: 0.2

What do the screens show for `CCOC(=O)N1CCN(Cc2nc3c(c(=O)[nH]c(=O)n3C)n2Cc2ccccc2C)CC1`?
Cav3 T inh: 0.175

How did Cc1ccc(-n2ncc3c(N4CCC5(CC4)OCCO5)ncnc32)c(C)c1 do in these assays?
Cav3 T inh: 1.67

What do the screens show for `COc1ccc2c(CC(=O)Nc3nnc(C4CC4)s3)coc2c1`?
Cav3 T inh: -1.02

Results for O=C(N/N=C/c1ccco1)c1ccccn1 ?
Cav3 T inh: 0.508
